High-throughput results (PubChem)
GALK inhibitor: inhibitors of human galactokinase; P51570; Purified GALK, Kinase-Glo residual ATP luminescence; Potency, µM (doses to about 57.5 µM), for inactives: top-dose activity change, negative = inhibition, actives largely listed as inhibitors; actives 0.007% (n = 270,000); AID 1868; note: potency is the fitted concentration of half-maximal effect; % is set by controls: 0 for no effect and ±100 for the full control effect
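The enzyme phosphorylates galactose (100 uM) using ATP (35 uM); inhibition is detected as higher residual ATP, quantified by bioluminescence after 1 h reaction at room temperature, pH 8.0.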
KCNH2 3.1 inh: blocks the human KCNH2 3.1 channel isoform. actives 0.95% (n = 340,000). activity change, % (tested at about 1.8 µM). U2OS KCNH2 3.1, thallium flux FluxOr; hits give low values;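 active = maximum activity change below -70%; inconclusive = maximum activity change from -70% to -50%; inactive = maximum activity change above -50%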;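 note: thallium influx rate constant from kinetic fluorescence after stimulation buffer; % is set by controls: 0 for no effect and ±100 for the full control effect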
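U2OS cells transduced with KCNH2 3.1 mutant virus (1.77 x 10^8 /mL, 4 h), plated overnight at 37 C, loaded 45 min with FluxOr dye plus Red40 quencher. Thallium flux rate constant from kinetic reads after stimulation buffer, normalised to controls.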
USP2a block: blocks human ubiquitin-specific protease USP2a | Potency, µM (doses to about 38.3 µM), without a hit: at the highest dose activity change, negative = inhibition, actives largely listed as inhibitors | AID 463254 | USP2 core, Ub-CHOP2 coupled fluorogenic reporter, 485/531 | O75604 | actives 0.01% (n = 330,000);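 note: potency is the fitted concentration of half-maximal effect; plate controls were DMSO wells for no effect and full inhibition by NEM control for full effect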
Target sequence (O75604 whole entry, looked up): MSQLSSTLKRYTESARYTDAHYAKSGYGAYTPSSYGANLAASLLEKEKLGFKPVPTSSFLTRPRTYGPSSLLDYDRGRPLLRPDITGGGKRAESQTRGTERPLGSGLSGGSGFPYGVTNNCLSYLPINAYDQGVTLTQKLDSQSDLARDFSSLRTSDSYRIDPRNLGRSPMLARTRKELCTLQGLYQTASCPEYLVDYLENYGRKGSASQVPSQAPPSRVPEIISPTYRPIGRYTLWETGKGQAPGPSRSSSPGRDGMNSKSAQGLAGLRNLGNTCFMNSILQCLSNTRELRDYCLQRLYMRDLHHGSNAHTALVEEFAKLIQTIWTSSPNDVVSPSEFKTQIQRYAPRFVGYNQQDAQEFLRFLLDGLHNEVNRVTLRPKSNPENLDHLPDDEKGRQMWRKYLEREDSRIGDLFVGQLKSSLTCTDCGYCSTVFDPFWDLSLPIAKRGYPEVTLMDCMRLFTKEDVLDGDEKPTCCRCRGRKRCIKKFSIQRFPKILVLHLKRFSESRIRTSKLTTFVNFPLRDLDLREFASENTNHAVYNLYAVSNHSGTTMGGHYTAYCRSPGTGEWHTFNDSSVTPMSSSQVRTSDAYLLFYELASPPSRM
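Deubiquitinase activity read as fluorescence (485/531 nm) after Ub-CHOP2 cleavage activates the enterokinase reporter on its substrate; USP2 core 10nM, Ub-CHOP2 and substrate 25nM each, 30min compound preincubation then 60min RT; data normalized to NEM, curves fitted.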
TRPV1 agonist: agonists of human vanilloid receptor 1 (TRPV1); actives 0.19% (n = 320,000); AID 540275; TRPV1-expressing cells, Fluo-8 calcium influx, agonist mode; activation, % at 8.33 µM; Q8NER1; in the data active = activation above about 80%; inconclusive = between about 30% and that limit; note: 0% is about no effect
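TRPV1-expressing cells were cultured overnight at 35.5C and loaded with Fluo-8 calcium dye for 40 to 90 min at room temperature. After a 10 s baseline, compound was added and calcium influx was read kinetically for 3 min (ex 480/em 520 nm).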
FBPA coupling cs: inhibits coupling enzyme system, counter-screen for aldolase hits. coupling enzyme system counterscreen, AmpLite Red fluorescence. activity change, negative = inhibition, % at 58.2 µM, hits read low. actives 0.67% (n = 290,000). AID 2472; in the data active = activity change below about -30%; note: % is set by controls: 0 for no effect and ±100 for the full control effect
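Counterscreen lacking aldolase: glyceraldehyde-3-phosphate coupling-enzyme reagent preincubated 10 min at RT with compound (at 57.5 uM final), then substrate/coupling system with AmpLite Red added; fluorescence read at 525/598 nm after 20 min RT.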
KCNH2 WT inh: KCNH2 (human, wildtype) channel inhibition; actives 0.37% (n = 340,000); U2OS, BacMam KCNH2, thallium flux FluxOr; hits give low values; activity change, % at 1.84 µM; Q12809;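 active = maximum activity change below -70%; inconclusive = maximum activity change between -70% and -50%; inactive = maximum activity change above -50%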; note: % is set by controls: 0 for no effect and ±100 for the full control effect
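U2OS cells transduced with wild-type KCNH2 virus are loaded with FluxOr dye for 45 min, and thallium flux is measured in kinetic reads before and after stimulation buffer. Rate constants are normalized to DMSO controls.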
B2AR arrestin: beta2AR (human) beta-arrestin recruitment activity; beta-arrestin recruitment to beta2AR, cell-based reporter; actives 0.02% (n = 330,000); Potency, µM (top dose mostly 46.1 µM), without a hit: at the top dose activation, usual class: activators; P07550;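 note: potency is the fitted concentration of half-maximal effect; 0% = DMSO controls and full agonism = EC100 isoproterenol or metaproterenol; nearly all actives have a fitted effect of over 65% in size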
Target sequence (P07550 whole entry, looked up): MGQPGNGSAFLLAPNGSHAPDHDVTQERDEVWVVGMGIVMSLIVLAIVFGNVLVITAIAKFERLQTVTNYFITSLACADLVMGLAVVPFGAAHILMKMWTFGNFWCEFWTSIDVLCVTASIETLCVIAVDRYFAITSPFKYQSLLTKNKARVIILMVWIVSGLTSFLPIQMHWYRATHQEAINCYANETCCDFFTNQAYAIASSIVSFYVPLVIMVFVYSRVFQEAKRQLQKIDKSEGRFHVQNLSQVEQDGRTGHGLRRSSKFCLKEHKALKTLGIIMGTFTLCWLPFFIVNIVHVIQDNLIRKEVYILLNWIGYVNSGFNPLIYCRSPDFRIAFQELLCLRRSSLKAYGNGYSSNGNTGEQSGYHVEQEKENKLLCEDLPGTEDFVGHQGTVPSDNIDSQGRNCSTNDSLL
CXXC DNA block: blocks binding of human MLL CXXC domain to DNA; AID 2662; Potency, µM (titrated, usually from 115 µM), without a hit: at the top dose activity change, negative = inhibition, hits mostly inhibitors; MLL-CXXC / FITC-HOXA9 DNA fluorescence polarization; Q03164; actives 0.037% (n = 290,000); active = well fitted inhibition curve with a large enough effect in the polarisation, with a control signal flat, not every such curve was filed as active; inconclusive = small, poorly fitted or top-dose-only effect, or effect the other way, or a change in a side signal; inactive = no such curve, though single readings can be large or run the other way; the % refers to the polarisation; note: potency is the fitted concentration of half-maximal effect
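Fluorescence polarization: 7 uM MLL-CXXC (stock) preincubated 5 min with compounds, then 50 nM fluorescein-HOX-A9 DNA (stock) added; 30 min ambient. Buffer 50 mM Tris-HCl pH 7.5, 50 mM NaCl, 1 mM DTT, 0.05% BSA.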
PKM2 act: activators of human pyruvate kinase M2; P14618; purified PKM2, Kinase-Glo ATP luminescence, activation; response scale: 0% is enzyme alone, no compound; Potency, µM (top dose mostly 57.5 µM), inactives show at the top dose activation, actives largely listed as activators; actives 0.34% (n = 260,000); AID 1631; note: potency is the fitted concentration of half-maximal effect; % is set by controls: 0 for no effect and ±100 for the full control effect; nearly all actives have a fitted effect of over 55% in size
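Purified hPK-M2 (>95%) run at intermediate activity with 0.1 mM ADP and 0.5 mM PEP in 50 mM imidazole pH 7.2, KCl, MgCl2; 1 h room temperature. ATP formed read by Kinase-Glo luminescence; normalized to uninhibited and no-enzyme controls.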
Menin MLL FP TR: menin-MLL binding inhibition, Texas Red mutant peptide | O00255 | Menin + Texas Red MLL mutant peptide, fluorescence polarization | Potency, µM (titrated, usually from 61.6 µM), for inactives: at the highest dose FP activity change, negative = inhibition, usual class: inhibitors | actives 0.23% (n = 270,000); active = well fitted inhibition curve with a large enough effect in the polarisation, with a control signal flat, not every such curve was filed as active; inconclusive = small, poorly fitted or top-dose-only effect, or effect the other way, or a change in a side signal; inactive = no such curve, though single readings can be large or run the other way; the % refers to the polarisation; note: potency is the fitted concentration of half-maximal effect; % of control where 0% means no effect; many of its hits are not listed in these tables
Giardia kill: kills Giardia lamblia. Giardia lamblia trophozoite viability. activity change, % at 7.66 µM, hits read low. actives 0.15% (n = 340,000). AID 540267; in the data active = activity change below about -80%; inconclusive = between about -30% and that limit;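 note: parasites exposed to compound for two days anaerobically before the ATP read; % is set by controls: 0 for no effect and ±100 for the full control effect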
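ATP-content bioluminescence gauges trophozoite survival. Cells (100/well) receive compound and incubate anaerobically for 48 hrs at 37 deg C; detection reagent follows for 15-30 min at room temperature.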
Starred values were filed as active, the others as inactive; ? = inconclusive; . = not tested or not shown; & = joins results of further samples; [ ] = dose if it differs, or a comment. Unless noted, calls come from the whole dose curve; as a rule, active = well fitted curve in the direction sought with a large enough effect; inconclusive = small, poorly fitted or top-dose-only effect, or another doubt; inactive = no such curve, though single readings can be large; an effect the other way counts as inactive or inconclusive. The list is partial; rates above refer to the full screens.

SMILES	GALK inhibitor	KCNH2 3.1 inh	USP2a block	TRPV1 agonist	FBPA coupling cs	KCNH2 WT inh	B2AR arrestin	CXXC DNA block	PKM2 act	Menin MLL FP TR	Giardia kill
CC(C)OC(=O)C1C(=O)CC(C)(O)C(C(=O)OC(C)C)C1c1cccc([N+](=O)[O-])c1 (stereo not given)	-2.7%	-7.0	2.6%	?	0.0	-17.3	0.5%	-4.9%	1.1%	-3.7%	-19.9
CCCCn1c(CN2CCN(c3ccc(F)cc3)CC2)nc2c1c(=O)n(C)c(=O)n2C	0.3%	-3.2	1.3%	-1.3	0.0	-16.3	9.5%	5.1%	4.8%	6.1%	-4.3
Cc1c(-c2ccc(Cl)cc2Cl)nc2ccccc2c1C(=O)NCCN1CCOCC1	-2.9%	14.2	-0.6%	-4.6	-2.4	-0.6	0.0%	5.0%	3.4%	0.2%	5.8
O=C(O)CCN1C(=O)C2C3CC(C2C1=O)C1C(c2ccccc2)c2sc(=O)[nH]c2SC31 (stereo not given)	-2.0%	0.5	1.9%	0.8	-1.6	14.2	0.1%	?	-3.6%	2.0%	13.6
COc1ccc(N2CCN(S(=O)(=O)c3ccc4c(c3)NC(=O)CS4)CC2)cc1	1.1%	8.8	1.6%	3.2	.	10.0	0.0%	13.3%	.	.	-6.4
Cc1ccccc1CNC(=O)CCCn1ncn2c(cc3occc32)c1=O	-3.1%	8.8	3.8%	9.1	3.4	2.0	0.0%	0.0%	.	11.2%	-8.7
CC(=O)CCC(=O)N1CCCC(CNC(=O)c2ccc(-c3ccccc3)cc2)C1 (stereo not given)	6.5%	12.5	-1.3%	1.1	-3.8	0.7	0.1%	-10.4%	-9.7%	-10.4%	-0.9
Cc1c(NC(=O)CSc2n[nH]c(=O)n2-c2ccccc2)c(=O)n(-c2ccccc2)n1C	-1.1%	-13.0	4.6%	-0.7	1.3	-4.0	-0.1%	-4.8%	-4.4%	4.0%	-11.4
Cc1cccc(S(=O)(=O)NCC2CCCO2)c1 (stereo not given)	0.3%	26.9	8.0%	14.7	1.8	23.8	0.0%	9.0%	3.9%	-0.2%	5.1
COc1ccc(Cl)cc1S(=O)(=O)NC(C)C(=O)NCc1ccncc1 (stereo not given)	-2.0%	15.1	0.0%	-3.1	-2.6	3.2	-0.4%	2.6%	.	-0.1%	-0.6
NS(=O)(=O)c1cc2c(cc1Cl)NC(CSCc1ccccc1)=NS2(=O)=O	0.3%	-1.0	-3.7%	-2.4	16.1&6.6&3.4	-5.9	-1.2%	10.2%	?	?	28.3
CC(=O)NCC(=O)NC(C(=O)Nc1ccc2c(c1)OCCO2)c1ccccc1 (stereo not given)	3.9%	-2.1	-0.7%	2.4	1.6	-5.9	-1.0%	10.9%	-3.0%	1.5%	-19.0
O=c1c2ccccc2nc(-c2ccco2)n1Cc1ccccc1	1.1%	-7.0	.	7.5	2.6	-11.8	.	0.5%	?	13.0%	4.9
Cc1c(C(=O)OC(C)C)sc(NC(=O)C2CCCO2)c1C(=O)OC(C)C (stereo not given)	3.5%	-3.0	2.6%	?	1.9	-15.3	0.2%	13.9%	-2.1%	-2.8%	6.6
O=C(CSc1nnc(-c2cccs2)n1C1CC1)NC1CCS(=O)(=O)C1 (stereo not given)	.	8.0	-7.4%	-2.7	.	3.3	-0.1%	.	.	.	-8.8
Cc1ccc(OCC(=O)Nc2cccnc2Cl)cc1C	10.8%	0.7	2.2%	?	1.3	4.2	0.1%	8.4%	.	-6.2%	-0.7
CCCCCC(=O)N1CC2(CC)CN(C(=O)CCCCC)CC(CC)(C1)C2=O	-1.7%	-12.3	2.6%	14.7	0.7	-8.4	-0.1%	-7.5%	-4.4%	.	-8.8
COc1cccc(NC(=O)COc2cccnc2[N+](=O)[O-])c1	.	7.3	3.5%	.	.	-4.9	-0.7%	.	.	.	?
COc1ccc(/C=N/NC(=O)c2cccnc2)cc1CN1CCN(c2ccc(F)cc2)CC1	3.5%	-79.6*	0.8%	2.0	2.1	-17.8	-0.5%	13.1%	-0.9%	-7.3%	-7.4
Cc1cccc(Nc2cnn(C34CC5CC(CC(CC(=O)O)(C5)C3)C4)c(=O)c2Cl)c1	-3.1%	-7.5	-0.5%	-0.9	3.7	7.3	-0.4%	-11.0%	-4.9%	0.8%	40.6[activator]
Cc1ccc2nc(-c3ccc(NC(=O)CN4C(=O)NC(C)(c5ccc(OC(F)F)cc5)C4=O)cc3)sc2c1 (stereo not given)	-4.8%	?	4.7%	4.3	0.6	7.1	6.0%	1.0%	-13.2%	?	0.2
COc1cc(OC)c(C(=O)Nc2ccc(S(=O)(=O)N3CCCCC3)cc2)cc1OC	.	7.2	-0.5%	3.6	.	-3.3	-0.1%	.	.	.	0.8
O=C(O)CCCN=Cc1c(O)c2ccccc2oc1=O	1.2%	4.2	6.0%	4.9	2.9	19.7	0.0%	2.3%	1.2%	8.2%	-5.6
COc1ccc(NC(=O)C2=NNC(=O)CC2)cc1S(=O)(=O)N1CCCCC1	-0.7%	4.4	1.9%	5.9	-11.5	0.9	0.0%	-2.4%	1.0%	.	6.9
Cc1c(NC(=O)NC2CCCCC2)cccc1[N+](=O)[O-]	0.9%	35.1	1.9%	?	-2.4	.	-0.4%	?	-11.8%	-16.7%	-8.0
Cc1cc(S(=O)(=O)Nc2ccc(C(=O)NCC(c3ccco3)N3CCCC3)cc2)ccc1F (stereo not given)	5.0%	-9.9	0.8%	-4.4	.	6.6	-0.5%	5.3%	-7.7%	.	0.1
COc1ccc(-n2nnc3c(=O)n(CC(=O)N4CCC(Cc5ccccc5)CC4)cnc32)cc1	2.0%	-12.8	0.1%	9.1	-1.8	-1.3	0.0%	14.1%	-11.5%	9.9%	8.6
N#Cc1c(-c2ccccc2)nc(N2CCN(Cc3ccccc3)CC2)[nH]c1=O	.	9.1	-0.3%	2.0	3.6	12.1	-0.4%	12.5%	.	-13.5%	-7.9
O=C(OCc1nc2ccsc2c(=O)[nH]1)c1cccc(S(=O)(=O)N2CCOCC2)c1	.	24.7	-0.6%	-2.8	.	-1.8	-0.8%	.	.	.	12.6
COc1cccc(CNc2ccccn2)c1O	-3.5%	-2.3	0.4%	-0.4	0.7	-8.4	0.0%	0.1%	-0.4%	14.9%	-4.5
Cc1cnc(C(=O)NC(C)CCc2ccccc2)cn1 (stereo not given)	-1.5%	-3.7	3.7%	5.9	2.7	3.1	-0.6%	-4.2%	-2.9%	-15.3%	-9.4
CCOC(=O)N1CCC(Nc2c(NCCCN(CC)Cc3ccccc3)c(=O)c2=O)CC1	2.6%	4.5	-1.6%	-1.8	5.3	-11.8&-2.8	-0.5%	9.3%	0.2%	5.8%	-14.6&6.1
O=C(Nc1ccc2c(c1)OCCO2)c1oc2ccccc2c1NC(=O)C1CC1	-1.0%	-14.9	1.3%	4.7	-4.5	-6.3	0.0%	-1.4%	-0.6%	21.1%	2.4
COCCn1c(SCC(=O)N(C)c2ccccc2)nc2c([nH]c3ccccc32)c1=O	4.0%	12.4	1.5%	25.4	-4.4	-8.1	-0.8%	-7.5%	1.5%	-10.6%	12.4
Cc1cc(C(=O)CSc2nnnn2-c2ccccc2)c(C)n1CC1CCCO1 (stereo not given)	0.1%	-20.9	-6.0%	20.6	0.7	-0.1	-0.8%	-2.8%	-11.7%	6.8%	-13.5
Cc1cc(C)c(C)c(S(=O)(=O)NCc2ccc(C(=O)N3CCCCC3)cc2)c1C	-2.5%	7.4	0.6%	0.1	0.6	-9.4	0.2%	-4.8%	-4.0%	-20.8%	6.9
CCOc1ccccc1-n1c(=S)sc2c(=O)n(-c3ccc(F)cc3)c(SCC(=O)O)nc21	.	-3.5	-2.0%	-1.7	-12.4	0.4	-0.1%	43.4%[activator]	.	?	7.7
C#CCOCCOCCOCCNc1nc(N2CCN(C(=O)CCCCCCCCCCNC(=O)Cn3cc(C[C@@H](C)O)nn3)CC2)nc(N2CCN(C(=O)CCCCCCCCCCNC(=O)[C@H](CCCN=C(N)N)n3cc(C[C@@H](C)CC)nn3)CC2)n1	.	-4.6	-14.3%	1.5	.	-5.1	0.1%	.	.	.	-1.0
Cc1cc(OCC(O)CN2CCc3ccccc3C2)cc(C(C)C)c1 (stereo not given)	-1.8%	-30.2	-7.7%	-5.2	-3.0	-3.6	0.3%	-12.7%	.	?	-4.3
COC(=O)c1cnn(-c2ccc(Cl)cc2)c1/C=N/NC(N)=S	-3.9%	-3.0	-0.3%	-1.1	1.4	-0.8	0.3%	-1.1%	-0.2%	.	-18.3
